Source: PubChem (The Scripps Research Institute Molecular Screening Center)
M1 antag = human M1 muscarinic receptor antagonists, primary screen, CHO-K1 cells, Fluo-8 calcium fluorescence, 1536-well; CHO-K1 hM1, ACh EC80 antagonist; Muscarinic acetylcholine receptor M1 (Homo sapiens), P11229; AID 588852, 2011; inhibition, % at 3 µM; hit rate 1.3% among 360,000;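 active means percent inhibition above its own plate's cutoff, namely the mean of that plate's compound wells plus 3 SD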;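 further: peak over basal fluorescence ratio during 140 s after agonist addition; 0% = ACh EC80 plus DMSO and 100% = DMSO alone without agonist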
Target sequence (P11229 whole entry, looked up): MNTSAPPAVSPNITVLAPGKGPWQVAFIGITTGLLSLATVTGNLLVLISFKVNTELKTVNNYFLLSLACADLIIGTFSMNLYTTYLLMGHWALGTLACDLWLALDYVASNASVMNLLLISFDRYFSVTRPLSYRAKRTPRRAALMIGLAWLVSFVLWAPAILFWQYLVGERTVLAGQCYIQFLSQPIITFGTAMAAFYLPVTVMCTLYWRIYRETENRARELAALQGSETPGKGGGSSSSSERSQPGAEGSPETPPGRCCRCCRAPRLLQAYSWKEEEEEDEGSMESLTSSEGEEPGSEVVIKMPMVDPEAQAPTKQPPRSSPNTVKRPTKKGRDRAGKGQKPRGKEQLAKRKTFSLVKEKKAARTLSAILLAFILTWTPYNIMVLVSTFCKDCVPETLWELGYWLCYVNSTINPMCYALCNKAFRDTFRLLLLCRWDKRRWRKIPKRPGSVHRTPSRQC
OXTR potentiate = human OXTR potentiators, primary screen, fluorescence, CHO-OTR cells, Fluo-8 calcium | Oxytocin receptor (Homo sapiens), P30559 | Fluo-8 calcium fluorescence, potentiator mode; 0% = oxytocin EC15, 100% = EC100 | activation, % at 3 µM | hit rate 0.061% among 320,000 | AID 2445, 2010;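 active means activation above that plate's cutoff, the mean activation of tested compounds plus 3 SD, cut at about 6.6% in these data, passing the limit was not always enough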;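 further: 100% uses oxytocin at 75 nM as the full agonist control; some results filed as inactive read as strong as hits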
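Material: human OTR in CHO cells. Compound: 3.0 µM, one dose. Timing: compound 6 min at room temperature before oxytocin, 100 s read. Evaluation: % activation of max/min ratio relative to oxytocin controls. Replication: single well per compound, singlicate. Signal: Fluo-8 calcium dye fluorescence.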
M1 ag = human M1 muscarinic receptor agonists, primary screen, Fluo-8 calcium fluorescence, CHO-K1 cells, HTS | hit rate 0.33% among 360,000 | Muscarinic acetylcholine receptor M1 (Homo sapiens), P11229 | activation, % at 3 µM | CHO-K1 hM1, agonist mode; 0% DMSO, 100% acetylcholine EC100;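 active means activation above the run's mean compound activation plus 3 SD, cut at about 16% in these data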;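 further: peak over basal fluorescence ratio within a 140 s kinetic read after compound addition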
CHO parental Ca = ATP-evoked calcium signal inhibitors, parental CHO, primary screen, counter-screen for OX1R antagonist project, cell-based, fluorescence, Fluo-8 calcium dye | parental CHO-K1, ATP-induced calcium, Fluo-8 fluorescence | inhibition, % at 5.6 µM | hit rate 0.63% among 330,000 | AID 463079, 2010;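 active means inhibition above that plate's mean sample inhibition plus 3 SD, cut at about 26% in these data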;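 further: 0% = ATP-challenged DMSO wells and 100% = DMSO wells without ATP; some compounds past the cut are filed as inactive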
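Test system: untransfected parental CHO cell line; also added: ATP stimulus; dosing: 5.6 µM, single dose; signal: calcium-sensitive Fluo-8 fluorescence; measure: percent inhibition of ATP-evoked calcium rise, normalized to controls; benchmarks: low control ATP plus DMSO, high control DMSO only; replication: one well per compound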
CHRM4 agonist = human M4 muscarinic receptor agonists, primary screen, CHO-K1 cells, Fluo-8 calcium fluorescence | Muscarinic acetylcholine receptor M4 (Homo sapiens), P08173 | CHO-K1 hM4/Gqi5; vehicle 0%, full acetylcholine response 100% | activation, % at 3 µM | hit rate 0.14% among 360,000;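 active means activation above the run mean over all test wells plus 3 SD, cut at about 32% in these data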;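 further: peak over basal fluorescence ratio per well then scaled between controls; 0% = DMSO wells and 100% = acetylcholine at EC100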
Target sequence (P08173 whole entry, looked up): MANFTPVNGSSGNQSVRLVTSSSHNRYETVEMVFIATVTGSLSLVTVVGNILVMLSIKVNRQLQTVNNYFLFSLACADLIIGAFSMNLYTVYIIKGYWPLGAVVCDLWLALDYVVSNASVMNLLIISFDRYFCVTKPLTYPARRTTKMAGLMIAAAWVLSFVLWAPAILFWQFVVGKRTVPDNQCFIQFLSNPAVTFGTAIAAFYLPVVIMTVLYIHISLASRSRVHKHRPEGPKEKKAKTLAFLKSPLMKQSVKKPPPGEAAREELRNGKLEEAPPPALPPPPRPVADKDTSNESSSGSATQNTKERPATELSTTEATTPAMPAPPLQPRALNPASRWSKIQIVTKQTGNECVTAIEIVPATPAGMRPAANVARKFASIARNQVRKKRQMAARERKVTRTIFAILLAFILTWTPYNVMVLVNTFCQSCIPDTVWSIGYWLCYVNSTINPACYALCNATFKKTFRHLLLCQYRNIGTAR
M1 ag parental = counter-screen for M1 agonists: effect in parental CHO-K1 cells; Fluo-8 calcium fluorescence; scaled to maximal ATP response, vehicle zero; AID 602248, 2012; activation, % at 3 µM; hit rate 0.48% among 360,000; in the data active means activation above about 15%;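 further: untransfected CHO-K1 host cells lacking M1 receptor as counterscreen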
CHRM4 antagonist = human M4 muscarinic receptor antagonists, primary screen, CHO cells, Fluo-8 calcium fluorescence | hit rate 0.73% among 360,000 | CHO-hM4 cells, ACh EC80 | AID 624125, 2012 | inhibition, % at 3 µM;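 active means inhibition above its plate's cutoff, the mean inhibition of sample wells plus 3 SD, cut at about 27% in these data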;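 further: 0% = acetylcholine EC80 with DMSO and 100% = DMSO without agonist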
CHO-K1 Ca antag = nonselective inhibitor or artifact in parental CHO-K1 cells. ATP-induced calcium, Fluo-8 fluorescence. inhibition, % at 3 µM. hit rate 0.6% among 360,000. AID 602250;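 active means inhibition above a per-plate cutoff, the plate's mean sample inhibition plus 3 SD, cut at about 24% in these data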;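 further: 0% = DMSO plus EC80 ATP and 100% = DMSO alone without ATP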
M1 PAM = human M1 muscarinic receptor positive allosteric modulators, primary screen, CHO-K1 cells, Fluo-8 calcium fluorescence, 1536-well. CHO-K1 hM1, ACh EC20; 0% = ACh EC20, 100% = maximal ACh. activation, % at 3 µM. hit rate 0.088% among 360,000. AID 588819, 2011; in the data active means activation above about 19%, passing the limit was not always enough
* = called active by the depositor; . = not tested or not shown.

structure	M1 PAM	CHRM4 agonist	OXTR potentiate	CHO parental Ca	M1 ag parental	M1 antag	CHRM4 antagonist	CHO-K1 Ca antag	M1 ag
COC(=O)C(Cc1ccccc1)NC(=O)CC(C)CC(=O)Nc1ccc(OC)cc1OC (stereo unspecified)	5	1	-8	7	0.1	-14	-13	-3	-2
Cc1cccc(-c2nnc(SCc3ccccc3)o2)c1	3	-2	-12	-15	0.5	-4	1	-5	-3
O=C(NC1CCC(O)CC1)c1cc(-c2ccco2)nc2ccccc12 (stereo unspecified)	1	2	-14	-7	0.6	-1	-11	-11	-3
Cc1cc(C)c(NC(=O)CCCn2c(=O)oc3ccccc32)c(C)c1	12	-1	-3	-4	0.2	-11	-1	2	-2
COc1ccc(-c2nnn(CC(=O)N3CCN(c4ccccc4OC)CC3)n2)cc1	1	5	-11	-17	2.2	2	12	-3	-2
C/C(=N\NS(=O)(=O)c1ccccc1)c1ccc2c(c1)OCCO2	3	1	3	-8	-0.3	-6	-7	4	-6
CNC(=O)c1ncoc1-c1ccc(Cl)cc1	1	1	4	-8	0.3	-3	1	-13	-4
COc1ccc(CCNC(=O)COc2cccc3c2OC(C)(C)C3)cc1OC	7	10	-2	-3	5.3	-11	-5	-1	-2
CC1CCN(C(=O)CSc2nnc(CNC(=O)c3ccc(S(=O)(=O)N(C)C)cc3)o2)CC1	11	1	-9	-5	1.3	-14	-10	-2	-6
CCCc1cc(=O)[nH]c(SCC(=O)c2cc(C)n(CCOC)c2C)n1	12	1	-10	-12	1.0	-12	0	-9	-1
Cc1nc2c(ccc3c([N+](=O)[O-])cccc32)c(C)c1C	6	2	-8	-5	0.2	-4	1	-18	-3
Cc1cc(C)nc(N(C#N)Cc2ccc(Cl)cc2)n1	4	-1	-6	-12	-0.3	-7	5	-5	-6
O=C(Nc1cccc(-c2ccccc2)c1)N1CCN(C(=O)Nc2cccc(-c3ccccc3)c2)CC1	7	0	-5	-9	0.0	-10	-1	-8	-5
CCOc1ccc(S(=O)(=O)Nc2ccccc2SC)c2cccnc12	7	0	5	-17	0.5	-12	-3	-21	0
COc1ccccc1NC(=O)c1ccc(NC2=NC3CS(=O)(=O)CC3S2)cc1 (stereo unspecified)	11	1	-2	0	0.7	-19	-7	-14	1

A second format for part of the listing above:
Cc1nc2c(ccc3c([N+](=O)[O-])cccc32)c(C)c1C
  M1 PAM: 6
  CHRM4 agonist: 2
  OXTR potentiate: -8
  CHO parental Ca: -5
  M1 ag parental: 0.2
  M1 antag: -4
  CHRM4 antagonist: 1
  CHO-K1 Ca antag: -18
  M1 ag: -3
Cc1cc(C)nc(N(C#N)Cc2ccc(Cl)cc2)n1
  M1 PAM: 4
  CHRM4 agonist: -1
  OXTR potentiate: -6
  CHO parental Ca: -12
  M1 ag parental: -0.3
  M1 antag: -7
  CHRM4 antagonist: 5
  CHO-K1 Ca antag: -5
  M1 ag: -6

(more compounds)
structure	M1 PAM	CHRM4 agonist	OXTR potentiate	CHO parental Ca	M1 ag parental	M1 antag	CHRM4 antagonist	CHO-K1 Ca antag	M1 ag
COc1ccccc1C(C(=O)NCc1ccc(F)cc1)N(C(=O)c1csnn1)C1CC1 (stereo unspecified)	-1	3	-6	-18	1.8	-1	5	-13	-2
COc1ccc(C)cc1S(=O)(=O)Nc1cccc(Cl)c1Cl	0	0	-16	-12	0.8	-34	-5	-13	-7
COc1cc2c(cc1OC(C)=O)CCCCC2=O	4	0	.	.	0.8	-8	1	-10	-8
C[C@@H]1CC[C@]2(C(=O)O[C@@H]3O[C@H](CO)[C@@H](O)[C@H](O)[C@H]3O)CC[C@]3(C)C(=CCC4[C@@]5(C)C[C@@H](O)[C@H](O)[C@@](C)(C(=O)O[C@@H]6[C@H](O)C[C@@]7(C)C(CC[C@]8(C)C7CC=C7[C@H]9[C@](C(=O)O[C@@H]%10O[C@H](CO)[C@@H](O)[C@H](O)[C@H]%10O)(CC[C@@H](C)[C@@]9(C)O)CC[C@]78C)[C@@]6(CO)C(=O)O)C5CC[C@]43C)[C@@H]2[C@]1(C)O (stereo partly specified)	22	1	-4	-2	-0.3	-6	-24	-13	11
CCCCCCc1ccc(OCC(=O)OC)cc1OCC(=O)OC	0	-1	-1	-9	0.1	-1	7	-13	-8
CCOc1cc(/C=C2\SC(=S)N(Nc3ccccc3)C2=O)ccc1O	4	21	-18	33	13	2	25	21	29*
COc1ccc(CN(Cc2nc3ccccc3c(=O)[nH]2)C(=O)c2ccco2)cc1	1	4	-6	-3	4.0	-6	-26	-22	-1
O=C(C[C@H]1C(=O)N(c2ccc(Br)cc2)C[C@@H]1Cc1ccccc1)Nc1ccccc1	-2	0	.	.	0.5	-3	-3	-2	-5
CC(=O)N1CCOc2ccc(S(=O)(=O)NC(C)c3ccccc3)cc21 (stereo unspecified)	16	3	-5	-14	1.1	-10	5	1	1
CNC(=O)c1sc(=S)n(-c2ccc(OC)cc2)c1N	-4	7	-10	-6	2.3	4	-10	7	-6
CCN(CC)CCOC(=O)c1ccc2c(c1)OCCO2	6	2	4	-9	0.8	-27	0	-20	-6
C/C(=N/NC(=O)c1ccc(C)s1)c1cccc(NC(=O)COc2ccc(Cl)cc2C)c1	5	1	-1	-12	0.3	-29	4	10	-1
Cc1ccc(C(=O)C2=C(O)C(=O)N(Cc3ccccc3)C2c2cccnc2)o1 (stereo unspecified)	-1	-2	-3	-11	-0.5	4	-10	-12	0
Cc1ccc(-c2nn(C)c(=O)c3ccccc23)cc1CNC(=O)CSc1nc2ccccc2o1	7	3	-17	-26	0.4	-32	-6	-3	-5
CCN(Cc1ccc(NC(C)=O)cc1)CC1CCCN(CCc2cccc(F)c2)C1 (stereo unspecified)	3	3	.	.	1.2	-2	-5	-12	-8
COC(=O)C1(CC2CC(c3cccc(Br)c3)=NO2)CCN(C(=O)OC(C)(C)C)CC1 (stereo unspecified)	-2	9	-14	-8	0.6	-5	-2	-8	-6
CCOc1ccc(NC(=O)NC2CC(=O)N(c3ccc(OC)cc3)C2)cc1 (stereo unspecified)	8	1	-8	-24	0.4	-27	5	-8	-3
OCCn1nc(-c2ccccc2)cc1-c1ccccc1	7	2	-8	-10	1.3	-9	-18	-9	-5
Cc1ccc(-c2nc(NCCCN(C)C)c3ccccc3n2)cc1	-2	2	.	.	1.2	2	-6	-1	-4
COc1ccc(-c2ccc(OC)c([C@H]3[C@H]4C=CC[C@@H](C)[C@@H]4C(=O)N3Cc3ccccc3)c2)cc1OC	-4	1	-7	-15	-0.4	1	-15	-8	-4
O=C(Nc1ccc(S(=O)(=O)NC2=NCCCCC2)cc1)c1cccs1	3	1	-5	-6	0.8	4	2	3	-1
COc1ccc(C)cc1Nc1n[n+](-c2ccccc2)c(-c2ccc(OC)c(OC)c2OC)s1	-10	1	0	-27	0.1	19	4	-7	-10
COCCNC(C)C(=O)Nc1ccc(Br)cc1 (stereo unspecified)	8	4	-1	4	0.7	-13	-15	-19	-4
CCN1CCN(C(=O)c2ccc(N3CC4CC(C3)c3cccc(=O)n3C4)c([N+](=O)[O-])c2)CC1 (stereo unspecified)	-5	17	-6	-11	4.7	15	9	-4	-3
CSc1ccc(CCNC(=O)CS(=O)(=O)Cc2nc(-c3ccccc3F)oc2C)cc1	-1	1	-11	-32	6.8	-3	-8	-6	-3
COc1ccc(S(=O)(=O)N2CCCC(C(=O)N3CCN(C)CC3)C2)cc1Cl (stereo unspecified)	1	3	6	-13	1.9	9	0	-5	-5
Cc1cc(C)cc(OCC(=O)OCc2nnc(-c3ccccc3)o2)c1	13	1	-4	-10	-0.1	-19	-2	-11	-2
Cc1ccc(C2Nc3ccccc3C(=O)N2CCN2CCNC2=O)cc1 (stereo unspecified)	5	1	-1	-15	0.3	-6	-6	-1	-3
COC(=O)c1ccc(CNC(=O)Cn2cc(C)c(=O)[nH]c2=O)cc1	9	1	.	.	2.6	-4	-11	-1	-4
Cc1ccc(C(=O)OCC(=O)N(C)c2ccccc2)c(C)c1	-2	2	-9	-12	0.5	3	-10	-14	-6
N#C/C(=C(/O)COC(=O)CCc1ccc(S(=O)(=O)N2CCOCC2)cc1)c1nc2ccccc2[nH]1	-15	15	-12	-9	7.9	7	-3	-7	2
CCOc1ccc2nc(COC(=O)c3ccncc3)c(C(=O)c3ccccc3)[n+]([O-])c2c1	3	1	-5	-7	0.8	-10	-4	-6	-3
CCC(C)(C)NC(=O)CCCSc1nc2ccccc2s1	6	6	-5	-9	2.7	-2	-5	-11	-9
COC(=O)c1cc(C(=O)Nc2cccc(C)n2)cc([N+](=O)[O-])c1	3	0	9.1*	-4	0.3	0	-3	-4	-3
Nc1nc2ccccc2n1/N=C/c1ccc(-c2ccccc2)o1	8	4	-2	-2	1.5	-1	15	11	-2
O=C(Cn1c(=O)c2c(ncn2Cc2ccccc2)n(Cc2ccccc2)c1=O)N1CCCC1	4	3	0	-34	0.6	-8	-23	-17	-4
CCCCn1c(N)c(N(CCOC)C(=O)c2ccc(S(=O)(=O)N(CC)c3ccccc3)cc2)c(=O)[nH]c1=O	11	0	2	-11	1.8	-19	1	3	-2
COC(=O)CNC(c1ccccc1)c1cc(C)ccc1NC(=O)CNC(=O)OCc1ccccc1 (stereo unspecified)	9	7	-5	-27	1.0	-6	-14	-2	-5
CCC(=O)OCC(=O)c1c(N)n(Cc2ccccc2)c(=O)n(C)c1=O	4	1	-4	-7	1.2	-4	2	-8	-4
CC1=NN(c2ccc(C)cc2)C(=O)/C1=C/c1ccc(-c2cc([N+](=O)[O-])ccc2O)o1	-2	4	.	.	0.4	4	0	18	-2
Cn1nnnc1SCC(=O)NCCc1ccc(Cl)cc1	6	1	7	11	0.4	-4	3	-8	2
CS(=O)(=O)NCCNC(=O)c1cc(OCC(F)(F)F)ccc1OCC(F)(F)F	9	1	1	6	0.1	-10	-7	-9	-8
Clc1ccc(C2=NCCn3nc4ccccc4c32)cc1	9	2	-3	-18	0.1	-4	-14	-2	-1
COc1ccc2sc(-c3ccccc3OC)c(C#Cc3cncn3C)c2c1	-4	0	5	-40	-0.1	3	-22	-23	-7
Cc1ccc(NN=C2C(=O)OC(C)(C)OC2=O)c(C)c1	6	4	-7	-16	3.0	-1	-4	-2	-6
O=Nc1c(O)c2ccccc2c2ccccc12	6	6	1	-18	1.3	-3	5	-10	-4
Clc1ccc(-c2ccnc3nc(N4CCOCC4)nn23)c(Cl)c1	11	1	.	.	0.4	-16	-7	-20	-2
O=c1c2cc(N3CCOCC3)ccc2[nH]c(=S)n1Cc1ccccc1Cl	9	1	-17	-12	-0.1	-12	-3	3	-2
